Source: PubChem
zfTRPN1 agonist: activates the zebrafish TRPN1 channel. activation, % at 3 µM. AID 1424. 220,000 tested, 0.18% active. HEK293 zebrafish TRPN1-YFP, Fluo-8 calcium fluorescence; 100% = response to 87 µM carbachol;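 active = activation above its plate's cutoff, the mean activation of test wells on that plate plus 3 SD, cut at about 19% in these data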;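 note: 0% = DMSO alone and 100% = 87 µM carbachol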
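Control set: carbachol 87 µM as high control, DMSO as low control; system: HEK293 stable line with zebrafish TRPN1-YFP; read-out: % activation versus carbachol response; detection: intracellular calcium fluorescence with Fluo-8; doses: single test compound dose, 3 µM nominal, 0.3% DMSO; schedule: dye 1 h 37 °C plus 30 min RT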
PERK inhibitor: human PERK inhibition, primary cell-based screen | 220,000 tested, 0.17% active | inhibition, % at 5.6 µM | Q9NZJ5 | CHO PERK-DD fusion, SEAP luminescence translation reporter;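 active = inhibition above the mean inhibition of all tested compounds plus 3 SD, set separately per screening campaign, cut at about 2.9% in these data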;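 note: PERK kinase domain activated by AP20187 dimerizer at 100 nM; 0% = DMSO with dimerizer and 100% = rapamycin at 8.4 µM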
Ba/F3 V617F tox: lowers viability of Ba/F3 cells expressing EpoR and JAK2V617F | ATP luminescence | inhibition, % at 5.6 µM | 220,000 tested, 1.1% active | AID 1446;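 active = inhibition above the campaign mean plus 3 SD over all tested compounds, cut at about 24% in these data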;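 note: cytokine-independent growth of Ba/F3 cells driven by EpoR plus mutant JAK2; 0% = DMSO-treated cells and 100% = JAK inhibitor I control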
S1P4 antag: antagonists of human S1P4 receptor; O95977; S1P4-expressing cells, antagonist mode, reporter read-out; inhibition, % at 4.98 µM; 220,000 tested, 0.26% active; in the data active = inhibition above about 29%;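 note: 0% = wells stimulated with agonist and 100% = vehicle wells without agonist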
Target sequence (O95977 whole entry, looked up): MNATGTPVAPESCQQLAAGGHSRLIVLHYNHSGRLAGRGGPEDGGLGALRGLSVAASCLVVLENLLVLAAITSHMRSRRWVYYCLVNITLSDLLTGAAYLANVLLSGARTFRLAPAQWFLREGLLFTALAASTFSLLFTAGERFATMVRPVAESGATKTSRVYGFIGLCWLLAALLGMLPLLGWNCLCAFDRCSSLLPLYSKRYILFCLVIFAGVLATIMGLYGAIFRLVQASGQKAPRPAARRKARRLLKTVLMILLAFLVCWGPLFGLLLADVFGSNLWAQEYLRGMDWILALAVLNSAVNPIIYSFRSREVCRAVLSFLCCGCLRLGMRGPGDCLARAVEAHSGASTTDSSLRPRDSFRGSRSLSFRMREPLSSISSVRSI
EP2 modulator: modulators of human EP2 prostaglandin E2 receptor; EP2-expressing cells, cAMP HTRF FRET, PGE2 co-stimulation; induction, % at 25 µM; 260,000 tested, 0.83% active; AID 940; P43116;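 active = compounds whose cAMP rise, as percent of the full-agonist control response, exceeds 60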;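 note: rat C6 glioma line stably carrying human EP2 under a CMV promoter; the protocol text gives 20 µM as final concentration; 100% = response of wells given 1 µM PGE2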
m-calpain inh: inhibitors of pig calpain II; AID 1236; 220,000 tested, 0.37% active; purified calpain II, fluorogenic peptide substrate, 30 min; inhibition, % at 16 µM;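 active = inhibition above about 50%, limit read from the data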
TRPML3 ag: activates the human TRPML3 channel; activation, % at 3 µM; Q8TDD5; 220,000 tested, 0.29% active; HEK293 TRPML3-YFP, Fluo-8 calcium fluorescence; 100% = the carbachol control signal;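 active = activation above its plate's cutoff, the mean activation of the plate's test wells plus 3 SD, cut at about 12% in these data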;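 note: 0% = DMSO only wells and 100% = carbachol wells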
Target sequence (Q8TDD5 whole entry, looked up): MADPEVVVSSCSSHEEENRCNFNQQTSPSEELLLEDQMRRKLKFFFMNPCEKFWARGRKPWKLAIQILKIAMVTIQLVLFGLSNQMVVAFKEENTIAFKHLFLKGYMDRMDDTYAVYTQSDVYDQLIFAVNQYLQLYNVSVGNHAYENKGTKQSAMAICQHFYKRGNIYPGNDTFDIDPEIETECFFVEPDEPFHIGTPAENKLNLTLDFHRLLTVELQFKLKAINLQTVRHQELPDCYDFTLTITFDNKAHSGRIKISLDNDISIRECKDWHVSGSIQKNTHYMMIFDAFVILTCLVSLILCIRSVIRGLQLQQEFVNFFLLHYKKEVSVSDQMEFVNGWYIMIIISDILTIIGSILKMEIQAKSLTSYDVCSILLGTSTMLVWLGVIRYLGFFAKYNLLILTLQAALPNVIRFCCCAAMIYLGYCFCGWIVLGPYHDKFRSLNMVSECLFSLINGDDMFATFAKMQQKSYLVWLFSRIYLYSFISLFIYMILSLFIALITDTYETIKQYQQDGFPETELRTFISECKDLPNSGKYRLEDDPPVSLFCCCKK
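Material: TRPML3-YFP stable HEK293 cells | Dosing: One concentration, 3 µM nominal, 0.3% DMSO | Timing: 125 s total fluorescence read per well | Technique: Fluo-8 calcium dye fluorescence, ex 470-495, em 515-575 nm | Measure: Percent activation from peak-to-basal fluorescence ratio, scaled between DMSO and carbachol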
BaF3 parental: parental Ba/F3 viability inhibition as JAK2V617F counter-screen. CellTiter-Glo ATP luminescence. inhibition, % at 5.6 µM. 220,000 tested, 1.1% active. AID 1486;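 active = inhibition above a per-campaign cutoff, the mean inhibition of all tested compounds plus 3 SD, cut at about 27% in these data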;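 note: 0% = DMSO wells and 100% = JAK Inhibitor I control wells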
S1P4 ag: activates the human S1P4 receptor; O95977; S1P4-expressing cell line, agonist reporter assay; activation, % at 4.98 µM; 220,000 tested, 0.35% active; in the data active = activation above about 11%;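 note: 0% = DMSO vehicle and 100% = reference agonist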
* hit, by the source's call; i = inactive; · = not tested or not shown; & = joins results of further samples.

cpd	SMILES	zfTRPN1 agonist	PERK inhibitor	Ba/F3 V617F tox	S1P4 antag	EP2 modulator	m-calpain inh	TRPML3 ag	BaF3 parental	S1P4 ag
1	CCC(=O)N=c1sc2cc([N+](=O)[O-])ccc2n1CCOC	0.7	0.7	0	-29	14	17	-0.1	5	1.4
2	O=C(c1cc2cc(Br)ccc2o1)N1CCCCC1	-0.4	0.8	0	-7	-12	31	0.1	1	0.2
3	N/C(=N\OC(=O)Cc1ccccc1)c1ccccc1Cl	-1.4	1.2	-3	-7	27	-34	0.4	1	0.6
4	C=CCN1C(=O)C(Cc2ccc(Br)cc2)S/C1=N\N=C\c1ccco1 (configuration not stated)	-0.1	-0.1	3	-5	2	10	0.3	0	1.4
5	Oc1c(Br)cc(C2N=C(c3ccccc3)NO2)cc1Br (configuration not stated)	-0.4	0.5	0	-5	1	-14	0.8	0	-0.9
6	O=C1NCCCC1C(=O)N1CCN(C(=O)c2ccco2)CC1 (configuration not stated)	1.4	1.7	-4	-12	5	-12	1.4	3	-0.7
7	Cc1ccc(Cn2nnc3c(=O)n(Cc4cc(C)ccc4C)cnc32)cc1	-0.2	0.2	-2	-22	46	-14	-0.2	0	-1.2
8	O=S(=O)(c1ccc(SCCO)nc1)N1CCCC1	0.8	1.7	-5	-21	26	-7	0.6	0	0.8
9	CCCOc1ccc(NC(=O)C2OC3OC(C)(C)OC3C3OC(C)(C)OC23)cc1 (configuration not stated)	2.5	0.1	-2	-11	28	-15	0.5	4	1.8
10	CCOc1ccccc1OCC(=O)Nc1ccc(S(=O)(=O)N(C)C)cc1	-0.1	-0.4	-2	-9	13	-12	0.9	1	0.9
11	COc1ccc(OC)c(Nc2cc(-c3ccccc3)nc(N)n2)c1	-2.2	-1.0	83*	19	-65	14	-1.1	76*	1.2
12	CC(=O)c1cccc(NC(=O)CN(c2ccccc2F)S(C)(=O)=O)c1	1.5	0.1	-3	2	2	6	0.1	4	2.2
13	O=C(NC1CCCCCCC1)C1CCN(S(=O)(=O)N2CCCC2)CC1	1.8	-0.2	0	4	11	2	1.6	10	-0.9
14	Cc1ccc(NC(=O)c2sc(N)nc2-c2ccc([N+](=O)[O-])cc2)cc1C	0.2	0.1	-3	-6	7	10	0.7	2	0.3
15	COc1ccc(N2CS(=O)(=O)/C(=C/N(C)C)C2=O)cc1	0.6	0.7	-1	3	10	9	1.2	3	0.2
16	O=C1c2cccc3cccc(c23)C(=O)N1Nc1ccccc1	-0.5	0.5	-3	-17	-1	-9	7.0	0	1.8
17	Cc1cc(C(=O)O/N=C(\N)c2ccc(C(C)(C)C)cc2)no1	1.1	1.3	-3	2	13	40	0.5	2	-1.8
18	CCCNS(=O)(=O)c1ccc(CCC(=O)Nc2ccc3c(c2)OCO3)cc1	-0.1	1.1	-3	-9	13&-53	14	-0.4	2	0.8
19	CCN(CC)c1ccc(N=Cc2ccc(N(CC)CC)cc2O)cc1	-1.8	0.4	1	-13	-10	-1	-0.5	7	-0.6
20	COC(=O)c1ccccc1NC(=O)c1ccc(-c2cccc(Cl)c2)o1	-0.3	1.1	-5	5	47	-183	0.5	1	-1.9
21	CCCOc1ccc2c(=O)c(-c3cc(C(=O)OC)oc3C)c(C)oc2c1	3.3	0.3	2	5	18	-32	-0.9	2	-2.2
22	CCC/C(=N/Nc1ccc(Cl)cc1)c1cnnc(-c2ccccc2)n1	-0.7	0.7	-3	-5	·	·	0.3	-1	-0.8
23	CCCSc1nc2c(cnn2-c2ccccc2)c(=O)[nH]1	-0.9	0.7	-1	-3	38	-14	-0.5	6	0.1
24	Cc1cccc(-c2nnc3sc(-c4ccccc4)nn23)c1	0.4	2.7	-3	2	55	-2	0.6	-1	1.5
25	Cc1cccc(NC(=S)/N=C(\N)Nc2nc(C)c3cc(C)ccc3n2)c1	-1.3	0.4	17	-8	4	-17	0.1	25	-0.6
26	CC12CCC(C(=O)Nc3cc(F)ccc3F)(CC1=O)C2(C)C (configuration not stated)	1.5	-0.3	0	-1	4	9	0.8	2	1.4
27	CC1CC(C)CN(C(=O)CSc2nc(N)cc(=O)[nH]2)C1 (configuration not stated)	-0.3	-0.2	1	-28	20	-19	0.6	2	-0.4
28	CN(C)CCCNC(=O)c1ccccc1Oc1ccccc1	0.1	1.4	0	-11	-2	6	-0.6	4	0.7
29	O=C(c1ccc2c(c1)OCO2)C1CCCN(C(=O)c2cnn(Cc3ccccc3)c2)C1 (configuration not stated)	0.7	0.1	5	8	-58	-6	0.5	9	-0.6
30	O=C(O)CS(=O)(=O)c1ccc(C(F)(F)F)cn1	0.4	0.3	-1	-18	17	-7	0.5	0	1.3
31	O=C(CN1CCN(C(c2ccccc2)c2ccccc2)CC1)N1CCOCC1	-0.5	-1.3	-3	-17	-6	5	-0.1	11	-0.6
32	Cc1cc(NC(=O)CCC2CCCC2)no1	-0.5	1.4	0	-7	21	-9	0.1	6	-2.6
33	CCOC(=O)C1CCCN(C(=O)N2CCOCC2)C1 (configuration not stated)	0.4	1.4	2	13	24	-27	0.7	4	0.4
34	Cc1cccc(CSc2nc3sc(C)c(C)c3c(=O)n2Cc2ccco2)c1	2.9	-0.1	7	-1	48	-18	1.1	8	3.5
35	COc1ccc(N(C(=O)CCl)C(C(=O)NC2CCCCC2)c2cccnc2)cc1 (configuration not stated)	1.3	-0.7	13	3	-15	21	0.2	6	1.7
36	Cc1sc2ncnc(OCC(=O)Nc3ccc4c(c3)OCCO4)c2c1C	0.1	-0.2	-1	-6	19	-26	-0.1	4	-1.5
37	Cc1[nH]c2ccccc2c1/C=N/NC(=O)Cc1cccs1	0.7	1.1	-1	-25	-57	2	0.5	1	1.7
38	Cc1cc(NC(=O)OC(C)C)ccc1-c1ccc(NC(=O)OC(C)C)cc1C	0.9	1.4	-1	6	-24	1	0.9	4	0.1
39	COn1c(C)c(C(C)=O)c2c3nonc3ccc21	1.1	0.9	2	-18	-6	-339	0.5	96*	-0.1
40	COc1ccccc1-n1cnc2cc(NCc3cccs3)ccc21	-2.4	-1.3	73*	6	-5	14	-0.4	73*	-1.1
41	Cc1c(Cl)cccc1NC(=O)c1ccc(OCC(=O)NCc2ccccc2)cc1	-1.5	0.5	-4	-10	-8	1	0.1	3	-0.4
42	COc1ccccc1NC(=O)c1cc(S(=O)(=O)NCc2ccccc2)ccc1F	-2.2	1.1	1	8	-22	7	-1.3	-2	-1.4
43	Cc1ccc(SCC2=NN(c3nc(C)cc(C)n3)C(=O)C2)cc1	0.8	0.8	0	-7	4	0	0.0	4	-2.2
44	CCc1ccc2oc(-c3cccc(N)c3)nc2c1	1.6	1.2	-1	-6	-28	i	0.6	4	-1.5
45	CCN(c1ccccc1)S(=O)(=O)c1ccc(OC)c(NC(=O)Cn2cnc3c2c(=O)n(C)c(=O)n3C)c1	1.3	0.4	-2	5	15	12	1.2	3	-2.2
46	CC(=O)C1(C)N(O)C(C)(C)C(c2cccs2)=[N+]1[O-] (configuration not stated)	1.3	0.2	1	6	40	-30	1.1	4	0.8
47	CCN(CC)C(=O)COn1c(SCC(=O)N(CC)CC)nc2ccccc2c1=O	0.7	-1.0	4	-17	19	4	0.2	9	-1.3
48	O=C(NCc1ccc(F)cc1)C1CCN(S(=O)(=O)N2CCOCC2)CC1	0.6	1.3	3	8	3	-11	-1.0	5	-0.8
49	O=C(NCc1cccnc1)C(=O)NCC1OCCN1S(=O)(=O)c1cc(F)ccc1F (configuration not stated)	1.2	0.0	-1	-3	30	-16	0.9	1	0.7
50	COc1ccc(CCNC(=O)CC2Oc3ccc(Cl)cc3NC2=O)cc1OC (configuration not stated)	1.1	0.5	-3	-30	-8	-9	0.6	-2	-1.7

More compounds.
cpd	SMILES	zfTRPN1 agonist	PERK inhibitor	Ba/F3 V617F tox	S1P4 antag	EP2 modulator	m-calpain inh	TRPML3 ag	BaF3 parental	S1P4 ag
51	N#Cc1cc(NC(=O)c2ccc(F)cc2)c(=O)n2c1[nH]c1ccccc12	4.2	0.7	-1	-3	-58	-32	1.6	6	1.1
52	COc1ccc(C2=NOC(C(=O)N3CCCc4ccccc43)C2)cc1 (configuration not stated)	0.4	-0.8	-1	-14	-20	15	0.1	2	1.1
53	Cn1c(SCC(=O)N2CCc3ccccc3C2)nnc1-c1ccncc1	-0.4	0.3	1	-12	26	-12	1.3	4	1.7
54	CCOC(=O)C1NN=C(C(=O)c2ccc(C)cc2)C1c1ccc(C)cc1 (configuration not stated)	0.3	0.3	-2	-3	30	-5	-0.6	4	1.1
55	Cc1ccc(-c2ccc(=O)n(CC(=O)NCCCN3CCCCC3)n2)cc1	1.0	0.2	1	-1	4	-21	0.7	5	2.1
56	O=C1CCC(=O)N1c1ccc(-c2nc3sc4c(c3c(=O)o2)CCC4)cc1	-0.2	0.3	-1	15	-13	-16	0.8	-5	-0.5
57	Cc1cc(CNC(=O)c2cc(COc3c(F)cccc3F)on2)nn1C	-0.8	1.1	1	-9	13	-2	0.9	7	-0.2
58	S=c1[nH]nc(CNc2ccc(Cl)cc2)n1Cc1ccccc1	-0.8	0.2	1	-13	9	-4	-0.3	7	-0.5
59	CC(=O)Oc1ccc(NC(=O)CSc2ccccc2)cc1	-0.2	0.0	1	2	-4	12	-0.4	4	0.2
60	COc1cccc(/C=N/NC(=O)CN2CC(c3ccccc3)CC2=O)c1OC (configuration not stated)	0.6	0.0	-1	-18	-32	-85	0.8	0	-0.2
61	O=C(CCCN1C(=O)c2ccccc2C1=O)NCCN1C(=O)S/C(=C\c2cccs2)C1=O	0.3	0.3	2	-2	-63	9	0.5	5	-0.5
62	COc1cccc(Sc2ccccc2CN(C)C)c1	-0.1	0.4	0	15	6	13	0.9	2	-2.6
63	CCOC(=O)C1CCN(C(=O)c2cc(OCC)c(OCC)c(OCC)c2)CC1	0.5	-0.9	5	-5	44	-5	0.2	8	-2.6
64	CC(C)(C)C(=O)COC(=O)c1cc(-c2cccnc2)nc2ccccc12	-0.4	0.2	-2	-2	-65	-5	-1.2	1	-0.2
65	Cc1ccccc1N1CCN(Cc2nc(Cc3ccccc3)no2)CC1	-1.0	0.4	1	-14	10	3	0.6	5	-0.3
66	COc1cccc(CNCCOCCO)c1OC	1.5	0.8	6	-8	11	-3	0.9	1	1.3
67	CCc1ccc(N2CCN(C(=O)N3CCOCC3)CC2)cc1	1.1	-0.2	-6	-1	-8	15	0.3	-2	-0.8
68	Cc1cc(CSc2ccccc2)ccc1NC(=O)COc1ccccc1	1.0	0.5	3	3	-63	15	-0.4	5	0.8
69	Cc1oc(-c2ccccc2F)nc1CS(=O)(=O)CC(=O)NCCN(C)C1CCCCC1	1.4	-0.6	1	2	6	4	-0.5	10	-0.6
70	CC(=O)c1ccc(C(C)(C)c2ccc(C(C)=O)s2)s1	-0.7	-1.3	7	-5	-38	-415	-0.8	1	2.3
71	COc1ccc(C(=O)O/N=C(\N)Cc2ccc([N+](=O)[O-])cc2)c(OC)c1	0.0	-1.3	-1	-18	-66	-8	0.5	-2	-0.8
72	c1ccc2c(c1)oc1c(Nc3ccc4c(c3)OCO4)ncnc12	0.7	-1.2	4	2	-26	-112	0.2	6	0.0
